Screens deposited in PubChem BioAssay by National Center for Advancing Translational Sciences (NCATS).
TRHR agonist = TRH receptor (human) agonism; TRHR cells, calcium flux fluo-8, FDSS agonist mode; P34981; 0.18% of 360,000 active; activation, % at 2 µM; further: 0% is about no effect
Target sequence (P34981 whole entry, looked up): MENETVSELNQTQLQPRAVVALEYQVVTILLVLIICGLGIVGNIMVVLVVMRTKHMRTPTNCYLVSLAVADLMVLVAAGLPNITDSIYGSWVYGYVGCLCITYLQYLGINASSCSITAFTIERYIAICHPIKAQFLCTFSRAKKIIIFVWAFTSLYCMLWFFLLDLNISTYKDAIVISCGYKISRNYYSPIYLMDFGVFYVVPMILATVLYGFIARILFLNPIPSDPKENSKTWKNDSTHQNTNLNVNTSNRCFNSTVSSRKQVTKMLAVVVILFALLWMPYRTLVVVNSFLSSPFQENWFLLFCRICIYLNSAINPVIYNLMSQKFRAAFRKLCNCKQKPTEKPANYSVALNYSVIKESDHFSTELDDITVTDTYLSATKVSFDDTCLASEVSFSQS
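Fluo-8-loaded TRHR cells; 10 s baseline, compound added, kinetic Ca2+ fluorescence read 1/s, agonist mode.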
D2 potentiator = positively modulates the human D2 dopamine receptor allosterically. HEK293 T-REx D2, calcium flux, EC20 dopamine potentiation. AID 485347. 0.34% of 340,000 active. potentiation, % at 10 µM;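 active means potentiation over 3 SD above the plate norm, cut at about 30% in these data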; further: 0% is about no effect
Target sequence (P14416 whole entry, looked up): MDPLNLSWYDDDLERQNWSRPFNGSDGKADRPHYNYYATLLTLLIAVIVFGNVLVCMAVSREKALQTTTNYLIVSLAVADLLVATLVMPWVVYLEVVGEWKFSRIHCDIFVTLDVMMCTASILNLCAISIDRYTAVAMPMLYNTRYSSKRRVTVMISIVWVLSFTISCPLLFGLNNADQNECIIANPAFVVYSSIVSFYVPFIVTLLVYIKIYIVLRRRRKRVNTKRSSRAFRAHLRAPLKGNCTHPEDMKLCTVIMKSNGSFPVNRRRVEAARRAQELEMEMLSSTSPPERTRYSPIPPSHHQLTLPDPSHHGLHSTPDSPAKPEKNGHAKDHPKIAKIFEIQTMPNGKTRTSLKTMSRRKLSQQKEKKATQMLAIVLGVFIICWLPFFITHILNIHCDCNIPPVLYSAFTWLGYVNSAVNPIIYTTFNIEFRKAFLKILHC
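Using a no-wash calcium dye in inducible, force-coupled HEK293 Trex cells expressing D2, we tracked fluorescence each second for 180 s after compound, then for 180 s after EC20 dopamine to detect augmented signalling.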
D2 antag = antagonists of human D2 dopamine receptor; HEK293 TREx D2 cells, calcium flux, dopamine EC80; P14416; inhibition, % at 10 µM; 2% of 340,000 active; in the data active means inhibition above about 30%; further: 0% is about no effect
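Overnight-induced (tetracycline, 30 C) HEK293 T-REx cells carrying force-coupled D2 receive a no-wash calcium dye, then compound, then EC80 dopamine at 180 s; signals are read kinetically throughout.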
D1 potentiator = enhances dopamine response at the human D1 receptor; AID 504651; HEK293 TREx D1 cells, calcium flux, dopamine EC20 potentiation; potentiation, % at 10 µM; 0.036% of 360,000 active; in the data active means potentiation above about 30%; further: 0% is about no effect
D1 antagonist = human D1 dopamine receptor antagonism; HEK293 TREx D1 cells, calcium flux, dopamine EC80; active compounds read low; activity change, negative = inhibition, % at 10 µM; 3.2% of 360,000 active; in the data active means activity change below about -30%; further: on the % scale 0 is the no-effect control and ±100 the full control effect
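Antagonism measured as reduced calcium response to an EC80 dopamine addition following 180 s compound pre-read; cells were inducible HEK293 Trex D1 plated overnight at 30 C, read kinetically at 1 cycle/sec.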
D1 agonist = agonists of human D1 dopamine receptor. 1% of 360,000 active. HEK293 T-REx D1 cells, calcium flux, agonist mode. P21728. activation, % at 2 µM; further: 0% is about no effect
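Inducible HEK293 T-REx D1 cells, force-coupled to calcium signalling, were plated at 4000 cells/well with tetracycline and held overnight at 30 C. After no-wash calcium dye loading, compound-evoked calcium rise over 180 s flagged agonists.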
TRHR PAM = allosteric enhancers of human TRH receptor; TRHR cells, fluo-8 calcium fluorescence, EC20 TRH enhancement; enhancement, % at 2 µM; 0.66% of 360,000 active; in the data active means enhancement above about 30%; further: 0% is about no effect
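TRHR-expressing cells loaded with fluo-8 calcium dye were read kinetically (ex 480/em 530) during compound addition, then stimulated with an EC20 of TRH (10 nM final). Enhancement of the Gq-mediated intracellular calcium response was scored.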
D2 agonist = activates the human D2 dopamine receptor. P14416. HEK293 T-REx D2 cells, calcium flux agonist mode. activation, % at 2 µM. 0.53% of 340,000 active;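 active means activation over 3 SD above normal in the single-dose calcium agonist read, cut at about 30% in these data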; further: 0% is about no effect
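Tetracycline-induced HEK293 Trex cells with D2 receptor force-coupled to calcium signaling, plated overnight at 30 C and loaded with no-wash calcium dye. Calcium flux read kinetically for 180 s after compound addition; responses flag agonists.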
RXFP1 antagonist = RXFP1 (human) relaxin receptor antagonism; AID 1259400; activity change, negative = inhibition, % at 57.5 µM; Q9HBX9; 0.59% of 350,000 active; HEK293-RXFP1, relaxin-stimulated cAMP HTRF, 30 min; active compounds read low;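 active means activity change of -60% or lower, but not beyond a set lower limit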; further: on the % scale 0 is the no-effect control and ±100 the full control effect
* marks the source's active call; other numbers are inactive results; x = not tested or not shown; & = joins results of further samples. Unless noted, no stated cut-off is given here; in the data, active means activation above about 30%; inactive means the rest. This is a random part of the collection; 7.3% or so of the library scored in one or more.

molecule,TRHR PAM,TRHR agonist,D2 agonist,D2 potentiator,D1 potentiator,D1 agonist,D2 antag,D1 antagonist,RXFP1 antagonist
CC(C)(C)NC(=O)C(c1ccco1)N(C(=O)c1csnn1)c1ccccc1 (stereo unspecified),-3,-0.4,-1.0,36*,-5,2,0,-2,-17
CCN(CC(=O)Nc1ccccc1C(F)(F)F)C(=O)CCc1nc2ccccc2c(=O)[nH]1,4,0.0,0.6,14,11,1,-11,8,1
CCCC(=O)OCC(=O)Nc1ccc(N=Nc2ccccc2)cc1,-3,-0.2,-0.4,-1,2,4,-13,14,0
Cc1ccc2c(CC(=O)NCC3COc4ccccc4O3)coc2c1 (stereo unspecified),-11,-0.3,0.6,4,2,-1,0,2,-5
Clc1nssc1=Nc1ccccc1,12,6.4,1.3,8,-5,5,-7,4,-3
Cc1ccc(CNC(=O)C(OC(=O)c2ccco2)C(C)C)cc1 (stereo unspecified),5,-0.3,-1.3,17,2,1,-7,-7,-6
CCN(CC)S(=O)(=O)c1cccc(C(=O)N/N=C/c2c(C)nn(-c3ccccc3)c2Cl)c1,0,0.0,1.3,9,-8,7,4,-17,-5
COc1ccc(-n2c(SCC(=O)N/N=C/c3ccccc3OCC(=O)O)nc3ccccc3c2=O)cc1,4,-0.9,-1.2,8,0,2,2,-5,-3
CCN(Cc1ccncc1)Cc1ccc(Br)cc1,13,-1.3,-0.5,-7,-8,5,-13,17,-2
COC(=O)c1ccc(Cn2c(C)cc(C)[n+]2C)o1,0,0.4,0.3,11,1,-2,-21,-2,1
CCOc1ccc(N(CC(=O)NN=C2CCN(C)CC2)S(=O)(=O)c2ccc(Br)cc2)cc1,-12,1.8,1.2,12,-4,1,-1,-3,-11
COc1ccc(OCC(=O)Nc2cc(NC(=O)COc3ccc(OC)cc3)cc(C(=O)O)c2)cc1,1,0.3,-0.2,-6,6,-1,-4,-6,-1
COc1ccc(NC(=O)CN(C)C(=O)c2ccc(N3CCCC3)c([N+](=O)[O-])c2)cc1,-1,-0.3,-2.1,-9,-1,0,-2,-17,7
O=C(CCC(=O)N1CCOCC1)c1ccc(F)cc1,9,-1.3,0.3,-2,-5,4,4,-10,-16
CCOC(=O)c1[nH]c(C)c(C(=O)NCc2ccccn2)c1C,-2,0.9,0.3,3,2,0,9,3,13

Carrying on:
molecule,TRHR PAM,TRHR agonist,D2 agonist,D2 potentiator,D1 potentiator,D1 agonist,D2 antag,D1 antagonist,RXFP1 antagonist
N#Cc1c(NC(=O)COC(=O)c2ccc(S(=O)(=O)N3CCCC3)cc2)sc2c1CCCCC2,-4,-0.3,-0.3,5,-5,3,18,-19,-4
Cc1ccc(NC(=O)CC(C)CC(=O)NCc2ccccc2)cc1Cl (stereo unspecified),0,-0.1,0.6,-3,-5,3,7,4,-8
COCCNC(=O)C(c1ccco1)N(C(=O)Cn1nnc2ccccc21)c1cccc(C)c1C (stereo unspecified),-6,-0.3,1.5,3,-5,1,0,15,-6
O=C(N/N=C/c1ccccc1O)C(=O)N1CCCCCC1,13,-0.2,0.1,0,11,3,5,2,11
COc1cc(/C=N/S(=O)(=O)CCc2ccccc2)cc(OC)c1O,2,0.8,0.6,-2,-1,2,2,9,x
C=CCNCc1cccn1-c1sc2c(c1C#N)CCCC2,-10,0.2,-0.8,-6,-1,21,11,-11,-12
Cc1ccc2c(c1)N(C)/C(=C/c1cccc[n+]1C)S2,0,1.7,0.1,-5,-4,4,1,3,-15
CSc1nsc(/C=C/Nc2cccc(Cl)c2)c1C#N,-3,1.9,0.8,3,-8,7,27,-33*,-5
CCOC(=O)C1(Cc2ccc(OC)cc2)CCN(C(=O)C2CCCO2)CC1 (stereo unspecified),15,-0.3,-0.3,-5,2,2,-20,10,-7
O=C(N/N=C/c1cc([N+](=O)[O-])ccc1O)C12CC3CC(CC(C3)C1)C2,1,1.1,x,x,-6,4,x,7,2
COc1ccc(-c2sc3ccc(N4CCOCC4)cc3c2-c2ccc(O)cc2)cc1,-2,-0.1,-0.9,-5,9,2,-10,x,x
COc1ccc(C2C(C#N)=C(SC)NC3=C2C(=O)CC(C)(C)C3)cc1 (stereo unspecified),5,-0.3,-0.1,10,2,1,1,5,6
C/C(Nc1ccc(Cl)cc1)=C(/C#N)C(N)=O,3,-0.6,0.0,17,6,0,23,-7,-11
COc1ccc(/C=N/NC(=O)c2cc(C)oc2C)cc1OCc1ccccc1,-10,-0.1,-1.2,0,1,3,1,11,-17
Cc1cc(C(=O)O)n(C(C)(C)C)n1,4,0.0,1.0,6,4,4,0,12,16

The listing continues.
molecule,TRHR PAM,TRHR agonist,D2 agonist,D2 potentiator,D1 potentiator,D1 agonist,D2 antag,D1 antagonist,RXFP1 antagonist
COc1ccc(-c2noc(CCC(=O)N(C)c3cccc(C)c3)n2)cc1,-3,-1.1,-2.0,2,4,1,-15,-20,-9
Cc1ccc(C(C(=O)NC2CCCCC2)N(C(=O)c2csnn2)C2CC2)o1 (stereo unspecified),-3,0.6,0.0,-5,1,2,21,1,26
CCOC(=O)c1c(C)[nH]c(C)c1C(=O)COc1ncnc2ccccc12,0,-0.1,-0.3,-2,-4,1,-15,16,4
O=C(CSc1nc2c(cnn2-c2ccc(F)cc2)c(=O)[nH]1)N1CCCCC1,-5,0.1,x,x,-4,-2,x,-1,x
CC(C)c1ccc(/C=C/C(=O)NCCC2=CCCCC2)cc1,2,0.0,0.3,-6,7,1,-5,-3,-8
O=C(O)/C=C/c1cnc2ccccc2c1,-4,0.1,1.8,-3,-3,0,-3,-17,1
Cc1ccc2c(c1)C(=O)C(=O)N2Cc1ccc(OC(C)C)cc1,-1,-2.0,-1.3,12,-4,1,x,-3,-22
CN(C)S(=O)(=O)N(CC(=O)N1CCN(c2ccccc2F)CC1)c1ccccc1,-6,-0.3,0.4,18,-7,1,6,-6,-10
O=C(O)Cc1cccc2ccccc12,0,0.0,-0.2,9,5,-1,11,x,-2&17
Cc1onc(-c2c(Cl)cccc2Cl)c1/C(N)=N/OC(=O)C1CC1,3,-0.4,-3.1,0,0,5,7,-6,-10
COc1ccc(-c2nnc(SCc3nc4ccccc4c(=O)[nH]3)o2)cc1,-6,-0.1,-0.2,1,-9,2,-14,13,-7
Cc1ccsc1CCN1C(=O)N(c2ccccc2)C(=O)C1CC(=O)Nc1ccc(F)cc1 (stereo unspecified),-12,2.1,0.4,-20,-4,19,x,0,x
COC(=O)c1sccc1N/N=C(\C)c1ccc(F)c(Cl)c1,6,-0.3,0.2,10,-2,3,-5,3,8
CC1CC(=O)NN=C1c1ccc(N(C)C)c([N+](=O)[O-])c1 (stereo unspecified),3,0.1,0.0,2,-5,3,10,-4,-11
COC(=O)c1c(-c2cccc(OC)c2)csc1N,0,-0.5,-1.2,-12,3,2,10,-8,-4

The closing four compounds of the section above are carried over, then new ones follow.
molecule,TRHR PAM,TRHR agonist,D2 agonist,D2 potentiator,D1 potentiator,D1 agonist,D2 antag,D1 antagonist,RXFP1 antagonist
Cc1ccsc1CCN1C(=O)N(c2ccccc2)C(=O)C1CC(=O)Nc1ccc(F)cc1 (stereo unspecified),-12,2.1,0.4,-20,-4,19,x,0,x
COC(=O)c1sccc1N/N=C(\C)c1ccc(F)c(Cl)c1,6,-0.3,0.2,10,-2,3,-5,3,8
CC1CC(=O)NN=C1c1ccc(N(C)C)c([N+](=O)[O-])c1 (stereo unspecified),3,0.1,0.0,2,-5,3,10,-4,-11
COC(=O)c1c(-c2cccc(OC)c2)csc1N,0,-0.5,-1.2,-12,3,2,10,-8,-4
CC(=O)NC(CC(=O)Nc1cccc(S(=O)(=O)N2CCCC2)c1)c1ccccc1 (stereo unspecified),5,0.3,-0.1,-3,11,1,-22,1,-8
Cc1ccc(N2CCN(C(=O)c3c(C)oc4ncnc(N5CCOCC5)c34)CC2)c(C)c1,-6,3.5,2.5,-5,0,13,x,-18,0
CCOc1ccc(S(=O)(=O)NCCC(=O)NCC2(N3CCCCC3)CCCCC2)cc1,-6,-0.9,0.7,-4,-5,1,18,-9,-6
O=C(CSc1nnc(NC(=O)Cc2ccccc2)s1)NCc1ccco1,1,0.0,-0.2,1,0,-2,-7,-7,0
Cc1c(NC(=O)c2cccs2)cccc1[N+](=O)[O-],-3,-0.4,-0.2,-3,-2,3,12,-7,-7
CCCCCCC1CCC(C(=O)NC(C(=O)O)C(C)C)CC1 (stereo unspecified),2,0.6,x,x,0,0,x,-4,-2
CCOc1ccc2nc(N3C(=O)/C(=C/c4ccccc4)NC3=S)sc2c1,4,1.4,1.2,-1,1,8,-7,1,-10
Cc1ccc(S(=O)(=O)Nc2nc(C)cc(NCCN)n2)cc1,5,0.3,x,14,-4,2,x,11,-9
Cc1c(C(=O)N(Cc2nccn2C)C(C)C)oc2c(F)cccc12,-2,0.2,0.4,1,-5,4,5,-9,-11
CCOC(=O)[C@@H]1CCN(Cc2ccccc2)C[C@H]1c1ccccc1,5,-0.8,-1.6,-1,-4,-1,-2,-9,-16
COc1ccc(/C=N\NC(=O)c2ccc(=O)[nH]n2)cc1O,-8,1.7,1.0,-5,-8,2,-7,-14,-3
COc1ccc(C(=O)Nc2cc(C)nn2-c2nc3ccccc3[nH]2)c(OC)c1,-6,0.2,-0.2,-4,-4,6,0,-2,0
COc1ccc(NC(=O)CCNS(=O)(=O)c2ccc3c(c2)c(=O)n(C)c(=O)n3C)cc1,3,-0.4,-0.5,-5,-2,0,-12,1,4
Cc1ccc(-n2c(Cc3cccc4ccccc34)n[nH]c2=S)c(C)c1,2,-0.4,-1.4,3,-1,-1,-2,x,-3
CCC(C)NCCOc1cccc(Br)c1 (stereo unspecified),-1,-0.6,-0.7,-17,-3,5,45*,5,6

Later entries
molecule,TRHR PAM,TRHR agonist,D2 agonist,D2 potentiator,D1 potentiator,D1 agonist,D2 antag,D1 antagonist,RXFP1 antagonist
CCc1nc(Nc2ccccc2O)c2oc3ccccc3c2n1,-3,-1.3,-3.9,-5,1,3,2,-4,-1
COc1ccc(Cc2nnc(N/N=C/c3ccc(C)o3)[nH]c2=O)cc1,1,-0.2,0.7,12,-6,-3,18,-4,6
COc1ccc(C(=O)COC(=O)C2CCC(=O)N2)cc1 (stereo unspecified),-2,1.6,0.6,6,2,0,4,-1,-13
COc1ncccc1-c1nnn(-c2ccc(F)cc2)n1,3,-0.5,-0.2,5,0,-3,-3,12,x
Cc1cccc(NC(=O)N2CCC(C(=O)c3ccc(F)cc3)CC2)c1,-9,0.2,-0.3,5,-4,8,22,-2,-6
O=C(Cc1ccc(F)cc1)Nc1ccccc1Sc1ccccc1,0,1.1,-0.9,11,-5,11,-9,-9,x
Cc1ccccc1C1NC(c2ccccc2C)C([N+](=O)[O-])C(C)(C)C1[N+](=O)[O-] (stereo unspecified),-1,-1.2,-1.3,-2,1,5,-12,-1,6
CC(C)CCC(O)(CCC(C)C)C(=O)NN1CCCCC1,5,-1.9,-1.8,14,0,2,9,5,4
